Rac1 GTP hydrolysis: MgcRacGAP GTPase-activating activity inhibitors, confirmation, biochemical, ADP Hunter fluorescence; Rac GTPase-activating protein 1 (Homo sapiens); MgcRacGAP-stimulated Rac1 GTP hydrolysis, ADP Hunter fluorescence; higher % means a stronger effect; GST-tagged Rac1 F28L mutant substrate; inhibition, % at 30 µM; hits with a dose series show IC50 in µM; 0.6% of 340,000 active;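 active means first-screen hits whose inhibition reached a set limit at any dose in the follow-up dose series; inconclusive means inhibition above the set first-screen limit but never retested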;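 further: fluorescence reports GDP produced by GAP-driven GTP hydrolysis; strong numbers were not always called active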
RSV antiviral HEp-2: RSV antiviral activity via CPE protection, HEp-2 cells, primary 10 µM value included (AID 2391). 0.13% of 310,000 active. one-dose CPE inhibition, % at 10 µM; IC50 in µM for titrated hits. HEp-2 cells, RSV-induced CPE inhibition; higher % means a stronger effect; in the data active means a potency from the dose series; inconclusive means CPE inhibition mostly from about 23% at the one dose, without a potency; inactive means the rest, 99 in 100 with CPE inhibition below about 21%; further: strong numbers were not always called active
Salmonella PhoP GFP: inhibitors of PhoP regulon expression, primary screen, Salmonella Typhimurium, GFP reporter (AID 1863) | 0.16% of 300,000 active | inhibition, % at 50 µM; hits with a dose series show IC50 in µM | S. Typhimurium PhoP-regulated promoter GFP reporter, 4 h; higher % means a stronger effect;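 active means inhibition over 29.93%, a cutoff 3 SD above the screen mean, later confirmed by dose response; inconclusive means inhibition over 29.93% but no dose response follow-up; inactive means inhibition at most 29.93% or unconfirmed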;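 further: 0% = low Mg2+ inducing control and 100% = high Mg2+ repressing control; strong numbers were not always called active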
Dengue-2 NS5 capping: Dengue-2 NS5 methyltransferase inhibitors, primary screen, biochemical, confirmation dose response (AID 588689); one-dose inhibition, % at 25 µM; IC50 in µM for titrated hits; Genome polyprotein (Dengue virus type 2 (strain 16681-PDK53)); 0.3% of 340,000 active; Dengue-2 NS5 methyltransferase capping enzyme assay, biochemical; higher % means a stronger effect; in the data active means a potency from the dose series; inconclusive means inhibition above about 29% without an active follow-up result
GPR55 antagonists: GPR55 antagonists blocking LPI-driven arrestin recruitment, primary screen, imaging, U2OS, beta-arrestin-GFP, LPI agonist (AID 2013). G-protein coupled receptor 55 (Homo sapiens). U2OS GPR55 beta-arrestin-GFP translocation imaging, LPI antagonism; higher % means a stronger effect. inhibition, % at 10 µM, or IC50 in µM where a hit was titrated. 0.13% of 290,000 active;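 active means spots per cell inhibited over 60%, with over 100 cells counted and total cytoplasm intensity under 500,000; inconclusive means wells with under 100 cells, flagged as likely toxic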;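 further: U2OS cells stably carrying GPR55 and arrestin-GFP stimulated by 5 µM LPI near EC80; imaged beta-arrestin-GFP aggregate spots per cell after agonist stimulation; plate controls were LPI-stimulated DMSO wells for no effect and DMSO wells without LPI for full effect; some results filed as inactive read as strong as hits; confirmed hits need IC50 under 10 µM and bright autofluorescent wells are also inconclusive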
GPR35 arrestin U2OS: GPR35 antagonists blocking zaprinast-driven arrestin recruitment, primary screen, imaging, U2OS, beta-arrestin-GFP, zaprinast agonist (AID 2058); 0.052% of 290,000 active; U2OS GPR35 beta-arrestin-GFP translocation imaging, zaprinast antagonism; higher % means a stronger effect; G-protein coupled receptor 35 (Homo sapiens); one-dose inhibition, % at 10 µM; IC50 in µM for titrated hits;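 active means inhibition of at least 50% with at least 30 cells and total cytoplasm GFP at most 10,000,000; inconclusive means under 30 cells or total GFP of 10,000,000 plus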
HIV peptide binding: inhibitors of HIV fusion peptide binding, primary screen, biochemical, uHTS, fluorescence dequenching (AID 1986); cell-free peptide binding, fluorescence dequenching, 30 min; higher % means a stronger effect; one-dose inhibition, % at 20 µM; IC50 in µM for titrated hits; 0.3% of 290,000 active; in the data active means inhibition mostly above about 52%, no sharp cut-off; inactive means mostly below about 76%; further: some results filed as inactive read as strong as hits
Large T inhibition: SV40 large T antigen inhibitors, biochemical (AID 1903) | inhibition, % at 20 µM; hits with a dose series show IC50 in µM | 0.39% of 310,000 active | SV40 large T antigen ATPase/helicase inhibition assay; higher % means a stronger effect; in the data active means a potency from the dose series; inconclusive means inhibition mostly from about 32% at the one dose, without a potency; inactive means the rest, 99 in 100 with inhibition below about 32%; further: strong numbers were not always called active
UTI89 phage lysis: inhibition of K1F phage lysis, E. coli UTI89, bacterial capsule biogenesis inhibitors, alamar blue (AID 488966). E. coli UTI89 K1F phage lysis, alamar blue, 2 h; higher % means a stronger effect. inhibition, % at 100 µM, or IC50 in µM where a hit was titrated. 0.02% of 340,000 active;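 active means phage lysis inhibition, versus mean bacterial control, above a set limit; inconclusive means no clear call, values can overlap the other calls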;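 further: capsule biogenesis inhibitors block K1F phage lysis so surviving cells raise fluorescence; higher fluorescence means more inhibition of phage lysis; actives were called in the ten point dose series up to 300 µM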
Dengue-2 NS5 capping pilot replicate: second read-out of Dengue-2 NS5 capping, no call of its own (marks repeat the call); inhibition, %; measured here: pilot screen replicate inhibition
Active calls of the source: *; i = inactive; ? = inconclusive; / = not tested or not shown; [ ] = dose if it differs, or a comment. Rows are unselected. About 1.5% of those tested had a hit in this group.

SMILES	Rac1 GTP hydrolysis	RSV antiviral HEp-2	Salmonella PhoP GFP	Dengue-2 NS5 capping	GPR55 antagonists	GPR35 arrestin U2OS	HIV peptide binding	Large T inhibition	UTI89 phage lysis	others
COc1ccc(-c2cc(-c3n[nH]c(=S)n3-c3ccccc3Cl)[nH]n2)cc1	-7%	1.0%	-3%	5%	18%	4%	2.8%	18%	-0.1%
CC(=O)C1=C(O)C(=O)N(c2ccc(O)cc2)C1c1ccc([N+](=O)[O-])cc1 (centres undefined)	23%	2.9%	4%	-7%	7%	-6%	-0.2%	19%	0.3%
Cc1ccccc1OC(C)C(=O)N1CCC(Cc2ccccc2)CC1 (centres undefined)	4%	8.6%	-1%	2%	13%	-2%	2.1%	5%	-0.2%
N#C/C(=C\c1cccnc1)c1nc2c(s1)CCCC2	11%	6.2%	-5%	5%	4%	21%	11%	6%	0.1%
O=C(CSc1nnc2c(n1)[nH]c1ccc(F)cc12)NCc1ccc(F)cc1	8%	1.3%	2%	3%	-16%	-3%	0.3%	11%	0.3%
CCc1nc(SCc2ccc(F)cc2)[nH]c(=O)c1C#N	-1%	1.1%	7%	12%	8%	-4%	7.5%	17%	-1.0%
CCCn1cnc2c(cnn2-c2ccc(F)cc2)c1=O	8%	13%	-11%	4%	4%	-5%	0.6%	1%	1.7%
COc1cc(/C=C(/C#N)C(=O)NCc2ccccc2)cc(OC)c1OC	-1%	2.2%	-7%	-10%	4%	5%	1.9%	6%	-0.2%
Cc1cc(C)n2nc(-c3sccc3-n3c(C)ccc3C)cc2n1	13%	-0.4%	-2%	/	15%	5%	12%	17%	0.3%
CCOC(=O)[C@H]1[C@H]2COc3ccc(OC)cc3[C@@H]2N2C(=O)c3ccc(C)cc3NC(=O)[C@@]12C	9%	0.3%	-7%	-7%	/	/	/	13%	0.9%
COc1ccc(C2C(C(=O)Nc3cc(OC)c(OC)c(OC)c3)c3ccccc3C(=O)N2C)cc1 (centres undefined)	-6%	-1.4%	0%	-1%	1%	25%	-1.0%	-2%	0.0%
Cc1cc(-c2n[nH]c(=S)n2-c2ccc(F)cc2)nn1C	3%	0.5%	-11%	2%	3%	10%	-1.3%	11%	0.1%
CC1(C)Cc2cccc(OCC(=O)N3CCN(S(=O)(=O)c4ccccc4)CC3)c2O1	5%	0.8%	4%	1%	-3%	-5%	1.7%	7%	0.6%
Fc1cccc(CSc2nc3ncc(Cl)cc3[nH]2)c1	/	0.2%	4%	/	-14%	-8%	2.0%	3%	/
CCN=C1SC(CC(=O)Nc2ccc(C(F)(F)F)cc2)C(=O)N1CC (centres undefined)	5%	4.3%	-2%	-6%	-10%	-12%	1.3%	5%	0.2%
O=C(C(Cc1ccccc1)n1cccc1)N1CCN(c2ncccn2)CC1 (centres undefined)	3%	0.7%	-7%	-2%	4%	23%	-1.9%	10%	2.6%
CN(C)c1cccc(C(=O)NCc2ccccc2)c1	-2%	1.4%	-5%	-7%	7%	29%	-3.5%	9%	-0.1%
Cc1c(NC(=O)C(C)Sc2ccc3ccccc3n2)c(=O)n(-c2ccccc2)n1C (centres undefined)	15%	3.3%	-1%	3%	2%	1%	1.7%	4%	-1.8%[50 µM]
CC(=O)c1ccc(N2CCN(c3ccc4cc(S(=O)(=O)N5CCC(C)CC5)ccc4n3)CC2)cc1	3%	2.6%	5%	-8%	-1%	1%	6.3%	6%	0.1%
COc1cccc(NC(=O)c2ccco2)c1	7%	1.3%	17%	6%	3%	13%	-0.1%	1%	-0.5%
CCCCNC(=O)Cn1c2c(c(-c3ccccc3Cl)cc1=O)CCC2	1%	2.1%	7%	1%	8%	-19%	0.6%	9%	7.5%
Cc1cccc(N2CCN(C(=O)c3cn(C)c(=O)c4c3c3ccccc3n4C)CC2)c1C	3%	2.2%	2%	-1%	6%	-2%	0.0%	13%	1.6%
CCCC(=O)N1CCN(c2nc3ccc(Cl)cc3s2)CC1	14%	1.0%	0%	-5%	4%	2%	1.8%	12%	2.5%
Cc1ccc2c(-c3ccc([N+](=O)[O-])cc3)cc(=O)[nH]c2c1	20%	3.4%	-4%	-3%	4%	-1%	-0.9%	8%	0.0%
COc1cc2c(cc1OC)-c1cc(Nc3ccc(F)cc3)nc(=O)n1CC2	3%	-0.5%	/	-7%	-11%	-13%	-1.6%	-1%	0.3%
SMILES	Rac1 GTP hydrolysis	RSV antiviral HEp-2	Salmonella PhoP GFP	Dengue-2 NS5 capping	GPR55 antagonists	GPR35 arrestin U2OS	HIV peptide binding	Large T inhibition	UTI89 phage lysis	others
Cc1ccc(O)c(C(=O)c2cnc3onc(-c4ccc(F)cc4)c3c2)c1	12%	22%	5%	6%	5%	11%	0.7%	-2%	2.9%
O=C(CSc1ccccn1)NC1CCCC1	/	0.5%	-7%	/	8%	-10%	0.0%	-7%	/
N#CCCN1CCN(S(=O)(=O)c2ccc(S(=O)(=O)N3CCOCC3)cc2)CC1	1%	-0.5%	3%	-1%	-3%	3%	-3.9%	3%	10%
COc1ccccc1CN1C(=O)C(=O)N(Cc2cccc(C)c2)C1=O	7%	1.2%	-1%	-1%	23%	3%	-2.4%	5%	-0.9%
CCC(C)(C(=O)NC1CCCCC1)N(C(=O)C1CCC(=O)N1)c1ccccc1 (centres undefined)	2%	1.7%	0%	-3%	1%	-5%	-0.2%	6%	1.3%
CCc1ccc(NC(=O)C(=O)NCC2CCCN2S(=O)(=O)c2ccccc2)cc1 (centres undefined)	4%	12%	4%	-3%	/	/	/	10%	0.3%[50 µM]
Cc1[nH]nc(SCC(=O)NC(C)c2ccccc2)c1[N+](=O)[O-] (centres undefined)	7%	1.9%	-3%	-3%	-1%	10%	1.1%	12%	1.0%[50 µM]
COc1ccc(NC(=O)CN(C)C(=O)c2ccc(N3CCCCCC3)c([N+](=O)[O-])c2)cc1	5%	12%	4%	-5%	/	/	/	8%	0.1%[50 µM]
COc1ccccc1N1CCN(C(=O)CSc2nnc3c4ccccc4nc(Cc4ccccc4)n23)CC1	/	13%	-9%	/	4%	-12%	-0.3%	11%	/
Cc1cc(OCC(=O)N(C)Cc2ccccc2)cc(C)c1Cl	7%	8.4%	3%	-6%	-8%	5%	-1.6%	5%	0.0%
Cc1ccc(CN2CCC(n3nccc3NC(=O)CCCc3ccccc3)CC2)o1	6%	2.1%	3%	-5%	19%	-3%	1.8%	1%	0.0%
Cc1nc2cc(N3CCCCC3)c(NC(=O)c3ccncc3)cc2c(=O)n1Cc1ccc(Cl)cc1	/	-0.5%	-3%	/	13%	-11%	-1.9%	-2%	/
Cc1c(CN2CCN(c3cccc(C(F)(F)F)c3)CC2)c(=O)n(-c2ccccc2)n1C	3%	0.4%	-10%	-6%	5%	2%	-1.3%	6%	3.8%
O=C(CCC(=O)N1CCN(S(=O)(=O)c2ccc3ccccc3c2)CC1)NCC(F)(F)F	11%	2.2%	5%	4%	-4%	10%	-1.0%	3%	0.1%
CCCCn1c(N)c(N(CC(C)C)C(=O)c2oc3ccc(Br)cc3c2C)c(=O)[nH]c1=O	11%	0.2%	6%	6%	/	/	/	13%	0.2%[50 µM]
COc1cc(OC)c(OC)cc1CN1CCN(Cc2cccc(F)c2)CC1	10%	0.3%	3%	-6%	3%	13%	-1.3%	10%	-0.1%
CC(C)OCCCNc1ncc2c(n1)CC(c1ccccc1)CC2=O (centres undefined)	14%	3.5%	0%	-12%	-12%	7%	0.1%	6%	0.0%
Cc1ccc([N+](=O)[O-])cc1NC(=O)CN(C(=O)c1ccc(Cl)cc1)C1CCCCC1	4%	1.6%	13%	-8%	9%	12%	-0.3%	3%	1.8%
O=C(Cn1cc([N+](=O)[O-])cn1)NCc1cc2ccccc2[nH]1	8%	0.5%	11%	-35%	4%	9%	1.5%	5%	1.4%
CC1CC(C)CN(CC(=O)N2CCCc3c2c(=O)oc2ccc(OCc4ccccc4)cc32)C1 (centres undefined)	13%	13%	-5%	8%	28%	-12%	0.7%	3%	-0.2%
CSc1nnc(C)c(/C=C/Nc2ccc(F)cc2F)n1	2%	6.3%	3%	-1%	-13%	-12%	21%	5%	2.4%
CC(=O)NCC(=O)NNC1CC(=O)N(c2cccc(Cl)c2)C1=O (centres undefined)	3%	3.0%	1%	5%	7%	12%	-0.6%	9%	1.1%
O=C(Nc1ccccc1Cl)N1CCN(c2ccccn2)CC1	9%	1.1%	8%	-1%	-2%	-10%	0.0%	-3%	0.1%	Dengue-2 NS5 capping pilot replicate=-2.1
Cc1ccc(C)c(N(CC(=O)NC2CCCC2)C(=O)c2oc(C(C)(C)C)cc2C)c1	-1%	4.8%	-5%	-3%	1%	1%	2.3%	3%	0.2%
Cc1cc(C)nc(SCC(=O)N/N=C/c2cc(C)n(-c3ccccc3C)c2C)n1	2%	3.9%	-2%	-4%	3%	-20%	2.3%	9%	0.0%
SMILES	Rac1 GTP hydrolysis	RSV antiviral HEp-2	Salmonella PhoP GFP	Dengue-2 NS5 capping	GPR55 antagonists	GPR35 arrestin U2OS	HIV peptide binding	Large T inhibition	UTI89 phage lysis	others
COc1ccc2c(c1)cc1c(=O)n(CC(=O)NCCCOC(C)C)nc(C)n12	1%	0.1%	6%	-7%	-8%	-5%	-0.5%	2%	-0.1%
CCc1n[n+](CC(=O)c2ccccc2)c(N)s1	13%	/	-4%	-5%	10%	-5%	-1.1%	8%	0.2%
Cc1csc(NC(=O)[C@@H]2CCCN2C(=O)c2cccs2)n1	2%	7.1%	8%	-4%	6%	-5%	0.5%	2%	0.4%
CC(C)Cc1nnc(NC(=O)CCC(=O)N2CCN(c3ccc(Cl)cc3)CC2)s1	9%	?	-4%	1%	4%	-7%	0.5%	12%	0.4%
Cc1ccc(CC(=O)Nc2cccc(C#N)c2)cc1	1%	0.1%	5%	/	3%	0%	-0.1%	3%	i
Cc1cc(-c2csc(NCc3ccccc3)n2)c(C)n1C	17%	/	6%	7%	-4%	10%	45%	7%	1.1%
CC(C)C[C@H](NC(=O)OC(C)(C)C)C(=O)N/N=C/C1=Cc2ccccc2OC1C (some centres undefined)	12%	3.3%	-6%	1%	17%	0%	2.1%	12%	1.1%

Screening results as filed in PubChem.
